KDM5B inh = KDM5B demethylase inhibition; Potency, µM (titrated, usually from 57.7 µM), without a hit: at the top dose activity change, negative = inhibition, most hits filed as inhibitors; Q9UGL1; AID 1347165; actives 2.6% (n = 220,000); KDM5B demethylase, FDH-coupled NADH fluorescence (FDH is formaldehyde dehydrogenase); active = well fitted inhibition curve with a large enough effect; inconclusive = small, poorly fitted or top-dose-only effect; inactive = no such curve, though single readings can be large or run the other way; also: 0% is about no effect; nearly all actives have a fitted effect of over 70% in size
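Measured: NADH fluorescence change, 30 min, RT. System: KDM5BΔAP 200 nM final, H3K4me3 peptide, α-KG, Fe(II), ascorbate, NAD⁺ plus FDH, pH 7.5 HEPES. Compounds: titrated, 10 min pre-incubation with enzyme.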
* = called active by the depositor; i = inactive; u = inconclusive; & = joins results of further samples; [ ] = remark or other dose. Potency is read from the fitted curve at half-maximal effect. Only part of the results is shown, so the mix of outcomes need not match the whole.

smiles | KDM5B inh
COc1cccc(NC(=O)N(C[C@H]2O[C@H](Cc3cc(-c4ccccc4)on3)CC[C@@H]2O)C(=O)Nc2cccc(OC)c2)c1 | 6.0%
CCOC(=O)c1c(N)n(-c2ccc(C)c(Cl)c2)c2nc3ccccc3nc12 | -91.7%
CC(OC(=O)c1ccc2c(c1)NC(=O)CS2)C(=O)Nc1ccc(C(N)=O)cc1 (centres undefined) | 11.8%
CCOC(=O)c1cccc(NC(=O)c2ccc3nc(CCc4ccccc4)oc3c2)c1 | u
COc1ccc(OC)c(C2C=C(C(=O)O)Nc3c(C(=O)Nc4ccccc4OC)cnn32)c1 (centres undefined) | -17.0%
O=C(CSc1nc(-c2cccs2)nc2ccccc12)NCc1ccccc1 | 3.9%
CC(=O)N1CCN(C(=O)c2ccc3c(c2)NC(C)(CNc2ccccc2)CO3)CC1 (centres undefined) | u
Cc1cc(=O)[nH]c(-c2ccc(Cl)cc2)n1 | 4.8%
O=C1CC(c2nc(-c3ccccc3)no2)CN1c1ccc2c(c1)OCCO2 (centres undefined) | -9.3%
COc1ccccc1/C=C/C(=O)c1cc(F)ccc1OC(=O)c1ccccc1Br | -18.1%
C=CCn1cc2c3c(cccc31)[C@H](CC(C)C)N[C@H](C(=O)NCc1ccccc1)C2 | u
CC(=O)NC1(C)CCCN(c2ccc(OC(F)(F)F)cc2)C1 (centres undefined) | -42.6%[86.2 µM]
CCOc1ccc(CNC(=O)c2cc(=O)[nH]c3ccc(S(=O)(=O)N4CCCCC4)cc23)cc1 | -22.6%
COC(=O)C1=CN(CC(=O)Nc2ccc(C)cc2C)S(=O)(=O)N=C1C | 34.1%
COc1cc(CNCc2ccc(C)c(F)c2F)ccc1OCC(O)CN1CCC(O)CC1 (centres undefined) | -13.6%
COC(=O)c1scc(-c2ccc(C)cc2)c1S(=O)(=O)N1CCN(c2cccc(OC)c2)CC1 | -19.2%
CC(C)CNC(=O)N1CCCC(c2nc(CCOc3ccc(F)cc3)no2)C1 (centres undefined) | 9.5%
COC[C@@H]1CN(Cc2cc(C)nn2C)C[C@H]1C(=O)NC1CC1 | 11.9%
CC(=O)Nc1nc2ncccn2c1-c1ccc(F)c(F)c1 | u
COc1ccc(-c2cc(C(=O)N3C[C@@H](CN(C)C)[C@@H](CO)C3)[nH]n2)cc1 | -3.5%
COc1cc(Cl)c(C)cc1NC(=O)c1nn(C)c2c1CSc1ccccc1-2 | -4.5%
COc1ccc(OC)c(-n2c3c(cc(-c4nc(-c5ccc(Cl)cc5)cs4)c2=O)C(=O)CC(C)(C)C3)c1 | u
Cc1cc(NC(=O)Cn2c(=O)n(-c3ccc(C)c(C)c3)c(=O)c3sccc32)no1 | 5.6%
CCCOC(=O)c1ccccc1OC(=O)c1ccc(Cl)cc1Cl | 30.2%
O=C(/C=C/c1ccccc1Cl)Nc1ccccc1-c1ccccc1 | -7.2%
CCOC(=O)c1sc(NNC(=O)c2ccc(C)cc2)nc1C | u
CC(=O)N1CCC(n2c(C)cnc2C2CC2)CC1 | -18.6%
Cc1ccc(C2=NN(S(=O)(=O)c3ccc(F)cc3)C(c3ccc4nccnc4c3)C2)cc1 (centres undefined) | -9.8%
COc1ccc(OC)c(NC(=O)Cn2c(=O)n(-c3ccc(Cl)cc3)c(=O)c3c(C)c(C)sc32)c1 | 6.5%
O=C(c1cc2ccccc2[nH]1)N1CCc2c(n(Cc3cccnc3)n(CCc3ccccc3)c2=O)C1 | -4.0%
COc1cc2c(cc1OC)/C(=C/S(=O)(=O)c1ccc(C)c(C)c1)NCC2 | u
Cc1c(-c2ccccc2)nc2ccccc2c1C(=O)OCC(=O)NC(C)C | -13.7%
CCCCC(=O)Nc1c(C(=O)N2CCN(c3ccccc3F)CC2)oc2ccccc12 | -14.1%
CCOc1ccc(C(=O)N(C)C2CCc3nnc(C)n3CC2)cc1OCC (centres undefined) | -24.9%
O=C(Nc1ccc2c(c1)OCCO2)c1cc2cc(Cl)ccc2[nH]1 | 7.8%
O=C(c1ccc(F)cc1)N(C1CCCC1)C1CC1 | -16.7%
O=C1Cc2cc(-c3csc(Nc4ccc(F)cc4)n3)ccc2N1 | -0.3%
COc1cccc(N=Nc2ccc3cccnc3c2O)c1 | u
COc1ccc(S(=O)(=O)N2CCCN(C)c3ccccc32)cc1 | u
O=C(Cn1ccn2nc(-c3ccccc3)c(CO)c2c1=O)Nc1ccc(Cl)cc1 | 28.2µM*
Cc1cccc(NC(=O)CNC(=O)CNC(=O)Cc2ccccc2)c1 | 9.8%
Cc1ccc2c(C)c(C(=O)N3C[C@@H](CN4CCC(O)CC4)[C@@H](CO)C3)oc2c1 | -22.4%
Cc1ccccc1C(C)Nc1ccc(S(N)(=O)=O)cc1[N+](=O)[O-] (centres undefined) | 11.1%
CCCCNC(=O)C1CCN(C(=O)c2ncn3c2COC(c2ccc(F)cc2)C3)CC1 (centres undefined) | -3.1%
O=C(N[C@@H]1CN(C2CCOCC2)CC[C@@H]1CO)c1ccccc1 | 5.1%
CCCCCn1c(NCCCOCC)nc2c1c(=O)[nH]c(=O)n2C | 17.4%
CCOC(=O)NC(CNC(=O)c1cccc(OC)c1)CC(C)C (centres undefined) | -3.5%
O=C(O)CCC(=O)N[C@H]1CCN2C(=O)c3cc(/C=C/c4ccccc4)ccc3NC(=O)[C@H]12 | 39.8µM*

Additional compounds follow.
Molecule	KDM5B inh
COC(=O)C1=C(N)OC2=C(C(=O)CC(C)(C)C2)C1c1ccc(Cl)cc1Cl (centres undefined)	3.2%
c1ccc(-c2csc3ncnc(Oc4ccc5ccccc5c4)c23)cc1	15.6%
O=C(c1ccsc1)N1CCCC(Nc2cccc(F)c2)C1 (centres undefined)	13.0%
COc1cccc(C(=O)N2CCN(C(C(=O)O)c3ccc(O)cc3)CC2)c1 (centres undefined)	4.7%
CCN1CCN(CC(=O)NCc2ccc3[nH]c(-c4ccc(F)cc4)c(C)c3c2)CC1	31.6µM*
CC(C)(C)c1nc(C#N)c(NCC(c2cccs2)N2CCOCC2)o1 (centres undefined)	-6.3%
Cc1cccc(C)c1Nc1sc(C(=O)c2ccccc2)c(N)c1C(=O)Nc1ccc(F)cc1	u
Cc1cccc(-n2ncc(C(=O)N3CCN(C4CCCCC4)CC3)c2C2CCN(C(=O)OC(C)(C)C)CC2)c1	-2.9%
O=C(NCc1cccs1)c1nc(-c2ccc(Cl)cc2Cl)c2ccccn12	28.2µM*
Cc1ccc(CSc2nc3ccncc3n2Cc2ccc(C(=O)NCCN3CCCC3)cc2)cc1	1.0%
Cn1cnc(S(=O)(=O)N2CCC(C(=O)NCc3ccc(Cl)cc3)CC2)c1	10.4%&-14.0%
CCOc1ccc(CN2CCN(c3cc(C)nc(NC)n3)CC2CCO)cc1 (centres undefined)	-15.2%
CCOC(=O)c1cnc2cc(C(F)(F)F)ccc2c1Nc1ccc(F)cc1F	-9.3%
O=C(CC1C(=O)NCCN1C(=O)Nc1ccc(F)cc1F)Nc1cc(Cl)ccc1Cl (centres undefined)	0.0%
CCOC(=O)c1ccc2c(c1)[C@@H]1C=CC[C@@H]1[C@H](c1cccc(OC)c1OC)N2	u
COc1cccc(C2C(C(=O)Nc3ccc(C)cc3C)=C(C)Nc3nc4ccccc4n32)c1OC (centres undefined)	u
O=C1NCc2ccccc2CC12CCCN2Cc1ccnc2ccccc12 (centres undefined)	50.1µM*
Cc1ccc(OCC(=O)Nc2ccc(C(=O)OCc3cc(=O)n4c(C)csc4n3)cc2)cc1	-29.4%
COC(=O)c1ccc(C)c(NC(=O)Cc2cc(C)ccc2OC)c1	-4.7%
CC(=O)NC[C@H]1O[C@H](Cc2cc(-c3ccc(F)cc3)on2)CC[C@@H]1O	-9.8%[86.2 µM]
CC(NCC(=O)NC1(C#N)CCCCCC1)c1ccc(Cl)cc1Cl (centres undefined)	-4.5%
CCc1ccccc1NC(=O)CSc1ncc(S(=O)(=O)c2ccccc2)c(=O)[nH]1	-14.0%
COc1cc(/C=C(\C#N)C(=O)C(C)(C)C)ccc1OCc1c(F)cccc1Cl	21.5%
Cc1ccc(-c2nc(C(=O)NCc3ccc(Cl)cc3)c3n2CCCCC3)cc1	u
CC1(C)Cc2sc3c(=O)n(Cc4c(Cl)cccc4Cl)cnc3c2CO1	12.2%
O=C(Nc1cc(Cl)ccc1O)c1cc2nc(-c3ccc4c(c3)OCO4)cc(C(F)(F)F)n2n1	-6.9%
CCOC(=O)c1ccc(NC(=O)Cn2c(-c3cnccn3)nc(C)c(C)c2=O)cc1	19.5%
CCNc1c(NS(=O)(=O)c2ccc(F)cc2F)c(=O)oc2ccccc12	5.1%
O=C(CN1CCCc2ccccc21)Nc1cccc2nsnc12	-21.9%
COCCNC(=O)c1ccc(OC2CCN(CCC(C)c3ccc(C)o3)CC2)c(Cl)c1 (centres undefined)	u

At a glance, part of the list above.
Molecule	KDM5B inh
CCNc1c(NS(=O)(=O)c2ccc(F)cc2F)c(=O)oc2ccccc12	5.1%
O=C(CN1CCCc2ccccc21)Nc1cccc2nsnc12	-21.9%
COCCNC(=O)c1ccc(OC2CCN(CCC(C)c3ccc(C)o3)CC2)c(Cl)c1 (centres undefined)	u

Arranged by the number under KDM5B inh (lowest first): 3 of the compounds above.
Molecule	KDM5B inh
O=C(NCc1cccs1)c1nc(-c2ccc(Cl)cc2Cl)c2ccccn12	28.2µM*
CCN1CCN(CC(=O)NCc2ccc3[nH]c(-c4ccc(F)cc4)c(C)c3c2)CC1	31.6µM*
O=C1NCc2ccccc2CC12CCCN2Cc1ccnc2ccccc12 (centres undefined)	50.1µM*

(next part)
Molecule	KDM5B inh
O=C(N/N=C/c1ccc(Cl)cc1)c1cccs1	-1.9%
CCOc1ccc(Sc2cc(C(=O)NCc3ccc(C)cc3)c3ccccc3n2)cc1	-17.9%
Cc1cccc(OC(C)c2nc(-c3cccc(Br)c3)no2)c1 (centres undefined)	-11.6%
O=C(CN1C(=O)NC2(CCOCC2)C1=O)N1CCN(c2ccc(F)cc2)CC1	19.2%
S=C(NCCCCCNC(=S)Nc1cccc(Cl)c1)Nc1cccc(Cl)c1	-2.9%
O=C(CC1Sc2ccc(C(F)(F)F)cc2NC1=O)Nc1ccc(F)c(Cl)c1 (centres undefined)	6.9%
O=S(=O)(NC1=NCN(Cc2ccco2)CN1)c1ccccc1	-17.7%
N#Cc1c(C(F)(F)F)cc(-c2ccc(F)cc2)nc1SCC(=O)Nc1ccccc1	41.3%[activator]
Cc1ccc(C=Nc2c(Br)cc(C)cc2Br)cc1	16.0%
COc1ccc(CCNC(=O)CN2CC3CC(C2)[C@H]2CCCC(=O)N2C3)cc1OC (some centres undefined)	12.5%
COC(=O)N1CCC2(CC1)C(=O)NN=C2C1CC1	-7.6%[86.2 µM]
COc1ccc(C)cc1NC(C)c1nc(-c2ccco2)no1 (centres undefined)	2.4%
CCc1ccccc1NC(=O)CCS(=O)(=O)c1cccc2nonc12	-10.4%
O=C(c1cc(Cl)ccc1O)N1CCN(S(=O)(=O)c2ccccc2)CC1	15.5%
CC(C)NS(=O)(=O)c1cc(C(=O)O)cc(-n2cccn2)c1	u
CC1(C)CC(NC(=O)c2cc(Cn3cnc4ccccc43)[nH]n2)CC(C)(C)N1	-7.8%
Cc1ccccc1CSc1nc2sc(C)c(C)c2c(=O)n1CCCN1CCOCC1	3.0%
O=C(Nc1ccccc1Oc1ccccc1)c1ccoc1	12.0%
CN(CCc1ccccn1)C1CCCN(S(=O)(=O)c2ccccc2)C1 (centres undefined)	-15.0%
COc1ccc(CN2CC3(C2)C(=O)N(Cc2cccc(Cl)c2)C(=O)[C@@H]2C[C@@H](O)CN23)c2ccccc12	u
Cc1nn2c(c1-c1ccccc1N1CCCC1)N(C(=O)c1cc3ccccc3n1C)CCC2	u
Cc1ccc(-n2ncc(C(=O)N3CCN(c4cc(Cl)ccc4C)CC3)c2C2CCN(C(=O)OC(C)(C)C)CC2)cc1	-19.3%
c1ccc(-c2cc3c(cn2)NCCN(Cc2ccsc2)C3)cc1	35.5µM*
Cc1ccc(N(Cc2cccs2)C(=O)COc2ccccc2[N+](=O)[O-])cc1	-2.0%
CC(C)C[C@@H]1N[C@H](C(=O)N2CCOCC2)Cc2cn(Cc3cccnc3)c3cccc1c23	-15.5%[86.2 µM]
COc1ccc(-c2nccn3cc(C(=O)Nc4ccc(OC)c(OC)c4)nc23)cc1	i
COc1ccc(NC(=O)c2cc3c(=O)n(Cc4cccnc4)ccc3nc2C)c(OC)c1	3.7%
O=C(Nc1ccncn1)[C@@H]1C[C@@H](c2cccc(C(F)(F)F)c2)N(CC2CCOCC2)C1	-35.0%[86.2 µM]
CCOc1ccc(NC(=O)CSc2nc3nc4c(cc3c(=O)n2CC)COC(C)(C)C4)cc1	25.4%
O=C(Nc1nc2c(s1)CCC2)C1CC(=O)N(c2n[nH]c3cc(Br)ccc23)C1 (centres undefined)	-28.3%
CC(CNC(=O)c1ccc(CSc2nc3ccncc3n2Cc2cccc(F)c2)cc1)c1ccccc1 (centres undefined)	u
CCCCOC(=O)CSc1ncnc2sc3c(c12)CCC(C)C3 (centres undefined)	-6.7%
Cn1cc(CC(=O)N2CCCc3ncc(C(=O)N4CCCC[C@@H]4Cc4ccccc4)cc32)c2ccccc21	-9.6%
CCCCN(C)CCNC(=O)c1c2c(nc3ccccc13)C(=O)N(C1CCCCC1)C2	u
O=C(NC[C@H]1OC[C@@H](NCc2ccccc2)[C@@H]1O)c1ccccc1	-16.6%[86.2 µM]
O=C(c1ccccc1F)N1CC(Oc2cccc(-c3nc(-c4ccccc4)no3)c2)C1	u
CCc1ccccc1Nc1nc(N)c(C(=O)c2ccc(C)cc2)s1	-9.5%

Source: PubChem BioAssay (National Center for Advancing Translational Sciences (NCATS))
